Source: PubChem
NPC1 prom act: NPC1 promoter activation. Potency, µM (top dose mostly 9.22 µM), inactives show at the top dose activation, hits mostly activators. Huh7 NPC1 promoter luciferase reporter, 24 h. 320,000 tested, 2.4% active;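 also: % of control where 0% means no effect; nearly all actives have a fitted effect of over 60% in size; reporter is driven by a mutant NPC1 promoter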
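Luciferase expression driven by the NPC1 promoter was measured in stably transfected Huh7 cells after a 24 h compound incubation, using a luciferase reagent and a luminescence read.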
CXXC DNA block: blocks binding of human MLL CXXC domain to DNA. Q03164. MLL-CXXC / FITC-HOXA9 DNA fluorescence polarization. Potency, µM (highest dose often 115 µM), without a hit: top-dose activity change, negative = inhibition, usual class: inhibitors. 290,000 tested, 0.037% active; active = well fitted inhibition curve with a large enough effect in the polarisation, with a control signal flat, not every such curve was filed as active; inconclusive = small, poorly fitted or top-dose-only effect, or effect the other way, or a change in a side signal; inactive = no such curve, though single readings can be large or run the other way; the % refers to the polarisation
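Purified MLL-CXXC (added from a 7 uM solution) was preincubated 5 min at ambient with pinned compounds in 50 mM Tris-HCl pH 7.5, 50 mM NaCl, 1 mM DTT, 0.05% BSA. Fluorescein-labeled HOX-A9 DNA (50 nM solution) followed, 30 min, then polarization read.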
BRCA1 expr act: activators of BRCA1 expression; MCF7-BRCA1-FFLuc reporter, luminescence, 48 h; response scale: scaled: vehicle 0%, 10 µM genistein 100%; Potency, µM (series often up to 46.1 µM), without a hit: at the top dose activation, hits mostly activators; 380,000 tested, 1.1% active; also: nearly all actives have a fitted effect of over 80% in size; some results filed as inactive show a strong effect at the top dose
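48 h compound treatment of MCF7-BRCA1-FFLuc cells (phenol-red free MEM, 37 °C), then 15 min with luciferase substrate and luminescence imaging.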
FLuc counter: counter-screen for miR-21 project: firefly luciferase inhibitors or activators; P08659; purified FLuc, Km substrates, luminescence inhibition; Potency, µM (doses to about 57.5 µM), without a hit: at the highest dose activity change, negative = inhibition, usual class: inhibitors; 360,000 tested, 6.9% active; AID 588342;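 also: plate controls were vehicle for no effect and reference inhibitor for full effect; nearly all actives have a fitted effect of over 55% in size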
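Purified P. pyralis luciferase, 10 nM final, with Km-level 10 uM D-luciferin and 10 uM ATP in 50 mM Tris acetate pH 7.5, 10 mM Mg acetate, 0.01% Tween-20, 0.05% BSA; 6-point qHTS titration about 60 µM downward; luminescence read.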
p53 reactivator: restores transcriptional activity of mutant p53; H1299 p53-A138V BP100-luciferase reporter, luminescence, 24 h; Potency, µM (doses to about 92.2 µM), without a hit: at the highest dose activity change, positive = activation, most hits filed as activators; 320,000 tested, 0.063% active; also: % of control where 0% means no effect; nearly all actives have a fitted effect of over 45% in size
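H1299 (p53-null), stable ts p53-A138V + BP100-Luc; 1000 cells/well, Opti-MEM/10% FBS; cpd 4 pt, 1:5; 24 h, 37 deg C, 5% CO2; detection reagent 10 min RT; luminescence.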
ELG1 genotox: genotoxicity induction in ELG1-luciferase HEK293T cells; HEK293T ELG1-luciferase reporter, luminescence, 16 h; Potency, µM (doses to about 46 µM), without a hit: top-dose activity change, positive = activation, actives largely listed as activators; 330,000 tested, 1.3% active; AID 504466; also: % of control where 0% means no effect; nearly all actives have a fitted effect of over 60% in size
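Quantitative HTS format in 1536-well plates. HEK293T ELG1-luciferase reporter cells receive test compound and are incubated 16 hr at 37 °C, 5% CO2; ONE-Glo added, 30 min room temperature, then luminescence read.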
MBNL1 CUG block: inhibitors of human MBNL1 binding to CUG repeat RNA; Potency, µM (top dose mostly 57.5 µM), without a hit: top-dose activity change, negative = inhibition, actives largely listed as inhibitors; 280,000 tested, 0.036% active; Q9NR56; TR-FRET MBNL1-His/biotin-(CUG)12 binding, 665/545 ratio; active = well fitted inhibition curve with a large enough effect in the signal ratio, with a control signal flat, not every such curve was filed as active; inconclusive = small, poorly fitted or top-dose-only effect, or effect the other way, or a change in a side signal; inactive = no such curve, though single readings can be large or run the other way; the % refers to the signal ratio; also: % is scaled to controls: 0 for no effect and ±100 for the full control effect
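Ratiometric TR-FRET (665 over 545 nm, excitation 340 nm) tracks disruption of MBNL1-His/biotin-(CUG)12 complex after 60 min at room temperature, with compounds at 92 nM to 58 uM final.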
Rab9 promoter act: Rab9 promoter activation | Huh7 Rab9 promoter-luciferase reporter, luminescence, 24 h | Potency, µM (titrated, usually from 9.22 µM), without a hit: at the highest dose activation, negative = inhibition, actives largely listed as activators | 320,000 tested, 2.8% active | AID 485297; also: % of control where 0% means no effect; nearly all actives have a fitted effect of over 60% in size
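Huh7 cells stably carrying a Rab9 promoter-luciferase reporter, 1500 cells per well in OP-MEM I with 10% FBS, treated with compound 24 hours at 37C. Luciferase activity read by luminescence after 10 minutes with Amplite reagent.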
RORgamma inh: blocks mouse ROR gamma transcriptional activity; P51450; Drosophila S2 Gal4-RORgamma UAS-luciferase reporter, 20 h; Potency, µM (series often up to 53.6 µM), inactives show at the top dose activity change, negative = inhibition, most hits filed as inhibitors; 310,000 tested, 5.4% active; also: % is scaled to controls: 0 for no effect and ±100 for the full control effect; nearly all actives have a fitted effect of over 60% in size
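Read-out: Photinus luciferase luminescence; inhibitors lower reporter signal. Insect Schneider cells with Gal4-ROR gamma fusion under metallothionein promoter, UAS reporter; 700 uM final copper sulfate induction, 20 hr, ambient temperature.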
uPA surface inh: cell surface uPA generation inhibition; AID 540303; 330,000 tested, 0.31% active; cell surface uPA generation assay, qHTS; Potency, µM (series often up to 38.3 µM), for the others: at the top dose activity change, negative = inhibition, hits mostly inhibitors; active = well fitted inhibition curve with a large enough effect; inconclusive = small, poorly fitted or top-dose-only effect; inactive = no such curve, though single readings can be large or run the other way; tested in mouse RAW 264.7 cells; also: % is scaled to controls: 0 for no effect and ±100 for the full control effect; nearly all actives have a fitted effect of over 55% in size
VP16 counter: Gal4-VP16 reporter inhibition counter-screen. Drosophila S2 Gal4-VP16 UAS-luciferase, luminescence, 20 h. Potency, µM (series often up to 53.6 µM), for inactives: at the highest dose activity, negative = inhibition, usual class: inhibitors. 310,000 tested, 3.5% active. AID 2546;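 also: Gal4-VP16 expression switched on by copper sulfate through the metallothionein promoter; % is scaled to controls: 0 for no effect and ±100 for the full control effect; nearly all actives have a fitted effect of over 50% in size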
* = called active by the depositor; [ ] = another dose, or the depositor's remark. Unless noted, calls follow the shape of the dose curve; as a rule, active = well fitted curve in the direction sought with a large enough effect; inconclusive = small, poorly fitted or top-dose-only effect, or another doubt; inactive = no such curve, though single readings can be large; an effect the other way counts as inactive or inconclusive. Potency is read from the fitted curve at half-maximal effect. This is a subset; count on the stated rates, not on these rows.

`COc1ccc(NC(=O)CCCc2ccccc2)c(OC)c1` gave NPC1 prom act 22%, CXXC DNA block -11%, BRCA1 expr act 81%, FLuc counter -15%, ELG1 genotox 15%, MBNL1 CUG block -4%, Rab9 promoter act 24%, RORgamma inh 6%[1.91 µM], uPA surface inh 22% and VP16 counter 26%.
CCOC(=O)N1CCN(c2c(Nc3ccc4c(c3)OCCO4)c(=O)c2=O)CC1 was read as NPC1 prom act -2%, CXXC DNA block 2%, BRCA1 expr act -4%, FLuc counter -1%, p53 reactivator 11%, ELG1 genotox 7%, MBNL1 CUG block inconclusive, Rab9 promoter act 1%, RORgamma inh 7%, uPA surface inh 16% and VP16 counter 9%.
O=C1C(C=NCCCN2CCOCC2)=C(O)c2ccccc21 was read as NPC1 prom act -5%, CXXC DNA block -4%, BRCA1 expr act 4%, FLuc counter inconclusive, p53 reactivator 11%, ELG1 genotox 15%, MBNL1 CUG block inconclusive, Rab9 promoter act 4%, RORgamma inh 13%, uPA surface inh 2% and VP16 counter 25%.
CCc1ccc(C(=O)C(C)OC(=O)C2COc3ccccc3O2)cc1 (configuration not stated) was read as NPC1 prom act 1%, CXXC DNA block -6%, BRCA1 expr act -13%, FLuc counter inconclusive, p53 reactivator 0%, ELG1 genotox 0%, Rab9 promoter act -3%, RORgamma inh 14%, uPA surface inh 1% and VP16 counter 2%.
COc1ccc(C(=O)N2CCc3cc(OC)c(OC)cc3C2)cc1OC was read as NPC1 prom act 1%, CXXC DNA block -12%, BRCA1 expr act -37%, FLuc counter 0%, p53 reactivator -8%, ELG1 genotox -2%, MBNL1 CUG block 1%, Rab9 promoter act -4%, RORgamma inh -12%, uPA surface inh -6% and VP16 counter -13%.
For O=C1OC(N2C(=O)CC[C@H]2C(=O)NCC2CCCO2)c2ccccc21 (some centres not stated) the results were NPC1 prom act 0%, CXXC DNA block -7%, BRCA1 expr act 6%, FLuc counter 7%, p53 reactivator 10%, ELG1 genotox 1%, MBNL1 CUG block 9%, Rab9 promoter act -5%, RORgamma inh 12%, uPA surface inh -4% and VP16 counter -6%.
Screening Cc1ccc(Cl)cc1N(Cc1ccc(C(=O)NCc2cccnc2)cc1)S(=O)(=O)c1ccccc1 returned NPC1 prom act 0%, CXXC DNA block -12%, BRCA1 expr act -6%, FLuc counter -1%, p53 reactivator -9%, ELG1 genotox -8%, MBNL1 CUG block -7%, Rab9 promoter act -3%, RORgamma inh inconclusive, uPA surface inh 4% and VP16 counter inconclusive.
`CN(C)CCn1c(=O)n(-c2cccc(Cl)c2)c(=O)c2c3c(sc21)CCCCC3` gave NPC1 prom act -2%, CXXC DNA block 1%, BRCA1 expr act -30%, FLuc counter 5%, p53 reactivator -6%, ELG1 genotox 0%, Rab9 promoter act 7%, RORgamma inh 3%, uPA surface inh -9% and VP16 counter 0%.
`COc1ccc(N2CCN(c3cc(C)nc4ccc(OC)cc34)CC2)cc1` gave NPC1 prom act 1%, CXXC DNA block -3%, BRCA1 expr act -35%, FLuc counter -1%, p53 reactivator 0%, ELG1 genotox -7%, MBNL1 CUG block inconclusive, Rab9 promoter act -3%, RORgamma inh -42%, uPA surface inh -3% and VP16 counter -13%.
For O=C(N/N=C1\CC2CC=CC12)c1ccc(O)cc1 (configuration not stated) the results were NPC1 prom act -1%, CXXC DNA block 2%, BRCA1 expr act 4%, FLuc counter -11%, p53 reactivator 2%, ELG1 genotox 2%, MBNL1 CUG block 0%, Rab9 promoter act 0%, RORgamma inh 2.5µM*, uPA surface inh -7% and VP16 counter 4.5µM*.
`Cc1ccc(S(=O)(=O)N2CCCC2C(=O)N2CCCCCC2)cc1` (configuration not stated) gave NPC1 prom act -6%, CXXC DNA block -8%, BRCA1 expr act -24%, FLuc counter 2%, p53 reactivator 15%, ELG1 genotox -9%, MBNL1 CUG block 9%, Rab9 promoter act -6%, RORgamma inh 7%, uPA surface inh -5% and VP16 counter 1%.
For Cc1c(NC(=O)CSc2ccccc2Cl)c(=O)n(-c2ccccc2)n1C the results were NPC1 prom act -1%, CXXC DNA block 13%, BRCA1 expr act -8%, FLuc counter -3%, p53 reactivator 16%, ELG1 genotox 0%, MBNL1 CUG block -3%, Rab9 promoter act -4%, RORgamma inh 23%, uPA surface inh 0% and VP16 counter 5%.
Screening Cc1ccc(-c2nc(CN3CCN(C(=O)C4CCCO4)CC3)cs2)cc1 (configuration not stated) returned NPC1 prom act -2%, CXXC DNA block -9%, BRCA1 expr act -29%, FLuc counter 3%, p53 reactivator -13%, ELG1 genotox 2%, MBNL1 CUG block 3%, Rab9 promoter act -14%, RORgamma inh inconclusive, uPA surface inh inconclusive and VP16 counter -23%.
`Cn1c(=O)oc2cc(S(=O)(=O)N3CCCC(C(=O)N4CC=C(c5ccccc5)CC4)C3)ccc21` (configuration not stated) gave NPC1 prom act -14%, CXXC DNA block 1%, FLuc counter -10%, p53 reactivator -7%, ELG1 genotox -10%, MBNL1 CUG block 9%, Rab9 promoter act -31%[inhibitor], RORgamma inh -36% and VP16 counter inconclusive.
`COc1ccc(N=c2oc3ccccc3cc2C(=O)Nc2ccccn2)cc1OC` gave NPC1 prom act inconclusive, CXXC DNA block 1%, FLuc counter 24µM*, p53 reactivator 6%, ELG1 genotox inconclusive, MBNL1 CUG block 23%, Rab9 promoter act inconclusive, RORgamma inh -4% and VP16 counter -12%.
Cc1ccc(Cn2nc(C)cc2C(=O)Nc2ccc(Cl)cc2)cc1 was read as NPC1 prom act 15%, CXXC DNA block -9%, BRCA1 expr act 16%, FLuc counter inconclusive, p53 reactivator 12%, ELG1 genotox 3%, MBNL1 CUG block -2%, Rab9 promoter act 9%, RORgamma inh 37%, uPA surface inh 11% and VP16 counter 5%.
Screening Cc1ccc(-c2nn(C)c(=O)c3ccccc23)cc1CNC(=O)c1ccccc1 returned NPC1 prom act 3%, CXXC DNA block 0%, BRCA1 expr act -35%, FLuc counter 2%, p53 reactivator -6%, ELG1 genotox -1%, MBNL1 CUG block 0%, Rab9 promoter act -3%, RORgamma inh 26%, uPA surface inh 4% and VP16 counter inconclusive.
COc1ccc(Br)cc1CN1CCCC(C(=O)N2CCCCCC2)C1 (configuration not stated) was read as NPC1 prom act 2%, CXXC DNA block 0%, BRCA1 expr act -26%, FLuc counter 9%, p53 reactivator -1%, ELG1 genotox -5%, MBNL1 CUG block 1%, Rab9 promoter act 1%, RORgamma inh -18%, uPA surface inh -9% and VP16 counter 1%.
`O=C(NC(=S)N1CCCc2ccccc21)c1ccccc1` gave NPC1 prom act -5%, CXXC DNA block 6%, BRCA1 expr act -25%, FLuc counter inconclusive, p53 reactivator 14%, ELG1 genotox 16%, MBNL1 CUG block -3%, Rab9 promoter act 2%, RORgamma inh -31%, uPA surface inh 6% and VP16 counter 2%.
For Cn1c(=O)c2c(nc(NC3CCCCC3)n2CC(O)COc2ccccc2)n(C)c1=O (configuration not stated) the results were NPC1 prom act -4%, CXXC DNA block -1%, BRCA1 expr act -20%, FLuc counter 0%, p53 reactivator -2%, ELG1 genotox -4%, MBNL1 CUG block -3%, Rab9 promoter act -4%, RORgamma inh -15%, uPA surface inh -5% and VP16 counter -18%.
`CC(C)C(C(=O)Nc1ccccc1)N1C(=O)c2ccccc2C1=O` (configuration not stated) gave NPC1 prom act 0%, CXXC DNA block -2%, BRCA1 expr act -5%, FLuc counter 1%, p53 reactivator -2%, ELG1 genotox -4%, MBNL1 CUG block -27%, Rab9 promoter act 3%, RORgamma inh -13%, uPA surface inh 7% and VP16 counter 9%.
`CCOc1cccc2sc(N(CCCN(C)C)C(=O)c3ccc(C(=O)c4ccccc4)cc3)nc12` gave NPC1 prom act -3%, CXXC DNA block 4%, BRCA1 expr act -31%, FLuc counter 0%, p53 reactivator 14%, ELG1 genotox -1%, MBNL1 CUG block 10%, Rab9 promoter act 2%, RORgamma inh inconclusive, uPA surface inh -12% and VP16 counter -26%.

Two compounds picked at random from the list so far:
Cc1ccc(Cn2nc(C)cc2C(=O)Nc2ccc(Cl)cc2)cc1 was read as NPC1 prom act 15%, CXXC DNA block -9%, BRCA1 expr act 16%, FLuc counter inconclusive, p53 reactivator 12%, ELG1 genotox 3%, MBNL1 CUG block -2%, Rab9 promoter act 9%, RORgamma inh 37%, uPA surface inh 11% and VP16 counter 5%.
COc1ccc(Br)cc1CN1CCCC(C(=O)N2CCCCCC2)C1 (configuration not stated) was read as NPC1 prom act 2%, CXXC DNA block 0%, BRCA1 expr act -26%, FLuc counter 9%, p53 reactivator -1%, ELG1 genotox -5%, MBNL1 CUG block 1%, Rab9 promoter act 1%, RORgamma inh -18%, uPA surface inh -9% and VP16 counter 1%.
